Screening results as filed in PubChem.
Casp6 inh: human caspase-6 inhibitors, primary screen, biochemical, VEID-R110 fluorescence, single point, set 2 | P55212 | 350,000 tested, 0.53% active | purified caspase-6, Z-VEID-R110 cleavage fluorescence | inhibition, % at 12.5 µM | AID 686996, 2013;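 active = mean inhibition across replicates at least about 35%, with every replicate also reaching that limit, limit read from the data; inconclusive = only one of the two criteria met; inactive = neither criterion met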;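 note: 0% = median of neutral control wells and 100% = no fluorescence left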
SIRT5 block: SIRT5 desuccinylase inhibitors, primary screen, biochemical, fluorescence imaging, single point, set 5; NAD-dependent protein deacylase sirtuin-5, mitochondrial (Homo sapiens), Q9NXA8; Purified SirT5, succinyl-peptide AMC, trypsin-coupled fluorescence; inhibition, % at 15 µM; 330,000 tested, 1.1% active; AID 652115, 2013; in the data active = inhibition above about 15%; inconclusive = no clear call, values can overlap the other calls
ERp5 block: inhibitors of ERp5-driven insulin aggregation, primary screen, biochemical, turbidity, absorbance 650 nm, single point. 90 min. inhibition, % at 9.99 µM. 350,000 tested, 0.05% active. AID 651711, 2012. Protein disulfide-isomerase A6 (Homo sapiens), Q15084;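 active = mean replicate inhibition above about 25%, with every replicate also reaching it, limit read from the data, passing the limit was not always enough; inconclusive = only one of those two criteria met; inactive = neither criterion met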
ERAP1 inh: human ERAP1 aminopeptidase inhibitors, primary screen, biochemical, single point, plate reader; recombinant ERAP1, Leu-AMC fluorescence, 60 min; inhibition, % at 10.7 µM; 340,000 tested, 0.15% active;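 active = mean replicate inhibition of at least 30%, or all replicates individually reaching that 30% level; inactive = mean below 30% and not every replicate reaching it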;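 note: 0% = neutral control wells and 100% = L-leucinethiol positive control wells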
Target sequence (Q9NZ08 whole entry, looked up): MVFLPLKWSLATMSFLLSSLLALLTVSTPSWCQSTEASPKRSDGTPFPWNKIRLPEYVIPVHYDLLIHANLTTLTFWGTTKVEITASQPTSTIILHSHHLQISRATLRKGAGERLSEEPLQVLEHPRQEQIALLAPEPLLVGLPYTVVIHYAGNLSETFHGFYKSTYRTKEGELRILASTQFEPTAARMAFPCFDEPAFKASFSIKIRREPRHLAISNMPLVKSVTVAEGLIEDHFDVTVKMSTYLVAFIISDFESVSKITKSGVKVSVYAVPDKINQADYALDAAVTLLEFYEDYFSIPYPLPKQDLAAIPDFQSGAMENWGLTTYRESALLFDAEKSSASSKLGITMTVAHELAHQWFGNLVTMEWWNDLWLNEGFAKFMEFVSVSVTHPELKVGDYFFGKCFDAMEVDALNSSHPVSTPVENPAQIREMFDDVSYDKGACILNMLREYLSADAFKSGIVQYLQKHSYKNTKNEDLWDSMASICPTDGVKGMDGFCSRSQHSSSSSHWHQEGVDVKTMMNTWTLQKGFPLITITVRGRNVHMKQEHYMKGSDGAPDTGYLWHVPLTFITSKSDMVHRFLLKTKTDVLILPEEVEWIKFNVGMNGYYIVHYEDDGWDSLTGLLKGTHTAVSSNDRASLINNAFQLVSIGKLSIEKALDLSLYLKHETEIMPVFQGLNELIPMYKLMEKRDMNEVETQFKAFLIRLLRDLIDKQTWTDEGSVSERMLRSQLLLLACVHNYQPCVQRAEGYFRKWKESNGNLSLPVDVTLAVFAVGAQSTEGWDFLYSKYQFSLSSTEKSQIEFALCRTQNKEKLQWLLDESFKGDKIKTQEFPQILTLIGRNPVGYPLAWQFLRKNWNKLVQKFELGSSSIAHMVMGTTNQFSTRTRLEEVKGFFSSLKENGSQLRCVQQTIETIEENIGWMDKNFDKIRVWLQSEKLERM
CFTR F508del cor: F508del CFTR correction, initial screen, CFBE line, single point | AID 720511, 2013 | activity (quench increase), % at 7.58 µM | CFBE cells, YFP halide quenching; stimulated with forskolin plus potentiator P3; % fluorescence drop versus neutral controls | 350,000 tested, 0.36% active;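 active = mean added fluorescence quench of at least 8% versus neutral control, with both replicates also reaching 8%; inconclusive = only one of the mean or replicate conditions met; inactive = mean below 8% and not both replicates reaching 8%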;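 note: cells transiently co-express mutant CFTR-F508del with the halide-sensitive YFP; corrector assay measuring rescue of mutant channel to the surface after 24 h compound exposure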
miR-122 sensor: miR-122 Renilla sensor signal increase in Huh7, primary screen, miR-122 inhibitor project, cell-based, single point, plate reader; activation (reporter increase), % at 12.5 µM; 340,000 tested, 0.3% active; Huh7 miR-122 Renilla luciferase sensor, 48 h; neutral wells = 0, positive control = 100;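 active = mean replicate activation score at least 90 and every replicate individually at or above 90; inconclusive = only one of the two criteria met; inactive = neither criterion met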;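 note: higher luciferase means less miR-122 activity so hits act as miR-122 inhibitors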
DENV2 CPE rescue: inhibitors of DENV2 cytopathic effect, primary screen, cell-based, plate reader, single concentration; DENV2-infected cells, cytopathic effect rescue; CPE inhibition, % at 9.99 µM; 350,000 tested, 1.7% active; AID 651640, 2012; in the data active = CPE inhibition above about 20%, passing the limit was not always enough; inconclusive = no clear call, values can overlap the other calls; tested in BHK-21 cells;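 note: 0% = median of neutral control wells and 100% = median of positive control wells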
* = called active by the depositor; u = inconclusive; x = not tested or not shown; [ ] = dose if it differs, or a comment.

SMILES	Casp6 inh	SIRT5 block	ERp5 block	ERAP1 inh	CFTR F508del cor	miR-122 sensor	DENV2 CPE rescue
COc1cc2c(cc1OC)[C@@]13ON=C(c4ccc(OCCO)cc4)[C@@H]1CCN3CC2	2	-2	-8	0	-0.8	x	16
CCN1C(=C(C#N)C#N)C=Cc2cc(C)ccc21	0	-2	-1	2	1.7	-9	0
COc1ccc2c3c([nH]c2c1)[C@@H](CO)N(C(=O)NC1CCCC1)CC31CCN(S(C)(=O)=O)CC1	1	-1	2	0	0.9	x	5
C[C@@H]1CN([C@@H](C)CO)C(=O)c2cc(NC(=O)CCCCCC(=O)Nc3ccccc3N)ccc2O[C@H]1CN(C)Cc1ccc(C(F)(F)F)cc1	0	1	2	0	-2.9	x	0
COc1ccc(S(=O)(=O)N(C)C[C@@H]2OCCCC[C@H](C)Oc3ccc(NC(=O)Nc4ccccc4)cc3C(=O)N([C@H](C)CO)C[C@H]2C)cc1	x	x	x	x	-2.4	-5[16.7 µM]	-4
Cc1ccccc1S(=O)(=O)NCC[C@@H]1CC[C@H](NC(=O)Nc2cccc(F)c2)[C@@H](CO)O1	3	-3	-2	-1	-0.7	x	0
C[C@H](CO)N1C[C@H](C)[C@@H](CN(C)S(=O)(=O)c2ccccc2)Oc2ccc(NC(=O)CCCN(C)C)cc2CC1=O	-1	-1	4	-1	0.5	-1[16.7 µM]	7
CC(C)COc1ccc(C(=O)OCC(=O)N(C)CC(=O)Nc2ccc(F)cc2)cc1	-1	-4	10	2	-2.0	2	-3
CCOc1ccc(NC(=O)c2ccccc2NC(=O)CNC2CCCC(C)C2C)cc1 (configuration not stated)	1	-2	-18	1	11*	10	0
COc1ccccc1NC(=O)C(C)OC(=O)c1ccc(-n2cnnn2)cc1 (configuration not stated)	1	-7	8	-7	0.3	-1	-3
Fc1ccccc1CSCc1nc2ccccc2[nH]1	0	-1	u	-1	-0.5	5	0
CCCN1CCN(C(=O)CCS(=O)(=O)c2cc3c(cc2Cl)NC(=O)CO3)CC1	-2	0	-8	1	-2.0	x	7
Cn1cc(S(=O)(=O)N2CCCC2)cc1C(=O)O	11	1	-9	0	1.4	-8	13
COCC(=O)Nc1ccc2c(c1)OCO2	0	-1	6	4	1.4	x	6
Cc1cc(C)cc(OCC(=O)NNC(=O)C2CCCO2)c1 (configuration not stated)	-1	-1	2	-5	-3.6	x	-2
Cc1c(NC(=O)CN2CCN(c3cccc(Cl)c3)CC2)c(=O)n(-c2ccccc2)n1C	4	-1	0	2	-3.1	x	14
CCCC(C(=O)OCCN(CC)CC)(c1ccccc1)c1ccccc1	-5	-4	-1	-2	-2.3	3	1
CC(C)OCCCNS(=O)(=O)c1ccc2c(c1)oc(=O)n2C	1	-2	-5	1	-3.8	3	-4
CC(C)(C)CN1CCNC(=O)C1CC(=O)NCCc1cnn(-c2ccccc2)c1 (configuration not stated)	0	-2	1	-3	-0.5	-1	3
CC(Oc1ccccc1)C(=O)Nc1nnc(S(=O)(=O)N2CCCCC2)s1 (configuration not stated)	2	1	2	-1	1.2	-10	-1
COc1ccc(-c2csc(NC(=O)c3c(OC)cccc3OC)n2)cc1	-1	-1	6	2	1.0	x	-2
CNC(=O)c1ccc(=O)n(Cc2cccc(C(F)(F)F)c2)c1	3	-4	-1	2	-1.3	5	4
COc1ccc(S(=O)(=O)NCC2CCCN(C(=O)C=C(C)C)C2)cc1 (configuration not stated)	-1	-3	1	-2	-2.1	x	3
CSc1ccc(/C=C(/NC(=O)c2ccco2)C(=O)N2CCCCC2)cc1	0	14	4	0	3.1	27	5
C[C@@H]1CCCCO[C@@H](CN(C)C(=O)Nc2cccc3ccccc23)[C@H](C)CN([C@H](C)CO)C(=O)c2cc(NS(=O)(=O)c3cccs3)ccc2O1	-2	1	6	1	1.8	-23[16.7 µM]	2

Just ERp5 block, Casp6 inh and ERAP1 inh, for some of the entries so far:
Structure,ERp5 block,Casp6 inh,ERAP1 inh
COc1ccc(-c2csc(NC(=O)c3c(OC)cccc3OC)n2)cc1,6,-1,2
COc1ccc(S(=O)(=O)NCC2CCCN(C(=O)C=C(C)C)C2)cc1 (configuration not stated),1,-1,-2
C[C@H](CO)N1C[C@H](C)[C@@H](CN(C)S(=O)(=O)c2ccccc2)Oc2ccc(NC(=O)CCCN(C)C)cc2CC1=O,4,-1,-1

(listing goes on)
SMILES	Casp6 inh	SIRT5 block	ERp5 block	ERAP1 inh	CFTR F508del cor	miR-122 sensor	DENV2 CPE rescue
O=S(=O)(c1ccccc1)N1CCC(Oc2ccc(-n3cnnn3)cc2)CC1	-5	1	3	5	-0.5	x	1
CC(C)Sc1cc(Cl)nc(NC(=O)Nc2ccccc2)n1	-1	-6	-5	4	-4.4	-3	-2
COc1ccc(N(CC(=O)Nc2ccc(Cl)cc2)S(=O)(=O)c2c(C)n[nH]c2C)cc1	7	1	2	0	0.5	0	9
COC(=O)C(=Cc1ccccc1[N+](=O)[O-])C(=O)OC	1	-8	3	-2	-1.5	x	-8
Cc1c(NC(=O)CSc2nnc(-c3ccccc3F)o2)c(=O)n(-c2ccccc2)n1C	3	x	2	0	0.9	0	-1
Cc1ccccc1S(=O)(=O)Cc1ccc(C(=O)NCCN2CCN(Cc3ccccc3)CC2)o1	-12	-2	-6	4	x	x	x
NC(N)=NS(=O)(=O)c1ccc(NC(=S)NC(=O)c2sc3ccccc3c2Cl)cc1	0	x	0	-1	x	-2	-3
CSc1ccc(S(=O)(=O)NCC(=O)OCC(=O)N(C)C2CCCCC2)cc1[N+](=O)[O-]	2	-3	-7	-4	-1.2	x	7
CCc1nnc(NC(=O)c2cc(C)nc3ccccc23)s1	0	-5	-1	-2	-0.8	7	x
COCOc1ccc(-c2ncc(OC)nc2NC(=O)c2cc(C)oc2C)cc1	x	1	2	2	3.3	-4	-1
CCn1cc(CN2CCCC(C(=O)Nc3cccc(-c4cc5ccccc5[nH]4)c3)C2)c(C)n1 (configuration not stated)	-12	-2	-1	2	3.0	-9	9
Cc1c(C)n2c(SCC(=O)N3CCC(C)CC3)nnc2[nH]c1=O	0	-1	-2	-2	-2.3	-4	-5
CC(=O)Nc1cc(-c2cccc(C(=O)N(C)C)c2)cn2c(-c3ccc(F)cc3)cnc12	-5	x	-4	3	5.1	x	-4
N/C(=N\OC(=O)c1ccccc1)c1cccnc1	9	1	8	-2	1.0	18	-3
FC(F)(F)c1ccc(-c2n[nH]c(=S)o2)nc1	5	-1	0	0	x	x	-1
C=CCNC(=O)COc1ccc(Oc2ccccc2)cc1	-2	-2	-9	3	-2.8	x	-10
CCCNC(=O)Cc1cc(=O)[nH]c(=O)[nH]1	-1	2	3	4	0.5	-7	3
COc1cc(SC)ccc1C(=O)N1CC(C)OC(C)C1 (configuration not stated)	-2	-7	-1	-10	-2.8	x	2
CC(=O)N1CCC(N(CCN2CCOCC2)C(=S)Nc2cc(C)ccc2C)CC1	0	14	-1	3	x	x	-4
CN(CC(=O)Nc1cccc(F)c1)C(=O)CCN1C(=O)C2CC=CCC2C1=O (configuration not stated)	-1	5	4	-1	3.0	0	1
COc1cccc(-c2ccc(CC[C@H]3O[C@H]4CC[C@H](CO)O[C@H]4C[C@H]3NS(C)(=O)=O)cc2)c1	0	-8	4	0	0.2	x	6
O=C(Cn1nnc(-c2ccc3c(c2)OCO3)n1)NCc1ccccc1	1	0	0	2	-0.6	x	-2
NC(c1ccccc1)c1csc(Nc2ccc(C(=O)c3ccccc3)cc2)n1 (configuration not stated)	3	2	-1	8	-0.6	-3	-7
Cc1ccc(-c2csc(N3CCN(c4cc5c(cc4Cl)nc(C)n5CCN4CCCCC4)CC3)n2)cc1	-9	-1	4	2	-0.1	-2	-13
CC1(C)CC(=O)C=C(c2cn[nH]n2)C1	-1	12	2	1	1.4	-6	x
Carrying on.
SMILES	Casp6 inh	SIRT5 block	ERp5 block	ERAP1 inh	CFTR F508del cor	miR-122 sensor	DENV2 CPE rescue
COc1ccc(N2C(=O)CC(c3ccccc3)CC2=O)cc1	0	2	-2	-2	-1.1	-7	-4
O=C(NCCCN1CCCC1=O)c1cc2ccccc2o1	1	0	0	4	-0.2	x	-2
COCC#Cc1cnc2c(c1)C(=O)N([C@H](C)CO)C[C@@H](C)[C@H](CN(C)C(=O)Nc1ccccc1F)O2	2	-7	-2	2	-4.5	-11[16.7 µM]	3
O=C(OCC(=O)N1CCOCC1)c1cc(-c2ccccc2)nc2ccccc12	0	7	-4	1	0.7	2	8
Cc1ccc(NC(=O)COc2ccc(N(C)C(=O)C(C)(C)C)cc2)cc1S(=O)(=O)N1CCCCC1	-1	0	1	-2	1.3	-6	u
COc1ccc(S(=O)(=O)N2CCCOC2CNC(=O)C(=O)NC2CCCC2)cc1 (configuration not stated)	1	2	3	-1	1.1	-2	-10
COc1ccc(/C=C2\SC(N)=NC2=O)cc1	-1	0	5	-1	-6.2	3	3
CC(=O)Nc1ccc(S(=O)(=O)NC(C)c2ccccc2)cc1 (configuration not stated)	-4	0	3	5	-2.8	-1	0
COC(=O)C[C@@H]1CC[C@@H]2[C@H](COc3ccc(NS(=O)(=O)c4ccc(F)cc4)cc3C(=O)N2C)O1	x	x	3	x	-4.6	-38[16.7 µM]	0
CCCC#Cc1ccc([C@H]2[C@H](CO)N3CCCCN(S(=O)(=O)CC)C[C@@H]23)cc1	1	-6	-5	2	0.7	1[16.7 µM]	-8
O=C(CCl)NNc1nc(-c2ccccc2)c2cc(Cl)ccc2n1	7	-3	0	3	1.0	4	-10
Cc1ccccc1SCC(=O)OCC(=O)N1CC(=O)Nc2ccccc21	0	0	5	1	0.3	x	0
Cc1cc(NC(=O)CSc2ccc3nnc(CCNC(=O)c4ccccc4)n3n2)no1	0	-4	-5	4	-1.6	x	-4
Cc1cccc(C(=O)NCCc2ccccc2)c1	-1	-6	4	3	-2.4	-5	-4
C[C@@H]1CN([C@@H](C)CO)C(=O)c2cccc(NS(=O)(=O)c3ccc(Cl)cc3)c2O[C@H]1CN(C)C(=O)Nc1ccc(F)cc1	3	-7	-2	0	-0.7	-7[16.7 µM]	3
C=C(C)CNC(=O)c1ccc2nc(Cc3ccc(OC)cc3)oc2c1	-1	-4	1	0	-3.6	4	0
COc1cccc(CNS(=O)(=O)c2ccc3c(c2)oc(=O)n3C)c1	-2	-1	-5	-2	1.3	x	10
CCOC(=O)Cn1cnc2c(nnn2-c2cccc(Cl)c2)c1=O	-2	-4	0	-2	0.7	0	3
Nc1ccn([C@@H]2O[C@H](C(=O)NCC(=O)N3CCOCC3)[C@@H](O)[C@H]2O)c(=O)n1	-2	-1	-5	1	-2.5	x	-5
Cc1cc(C)c[n+](-c2nc3ccccc3nc2[N-]S(=O)(=O)c2ccc(Cl)cc2)c1	1	2	-2	1	-0.3	4	u
COc1cccc(C(=O)Nc2cccc(-c3ccccc3)c2)c1	16	-1	3	-4	-9.7	-3	-10
O=C(C[C@H]1CC[C@H](NS(=O)(=O)c2ccc(F)cc2)[C@H](CO)O1)NCc1ccccc1F	0	3	0	2	-3.7	x	5
CN(CCC1CCCCO1)C(=O)CCc1nnc(CCc2ccccc2)o1 (configuration not stated)	0	0	-2	2	-2.2	0	61*
Cc1ccc(N(C(=O)CNC(=O)c2ccco2)C(C(=O)NC2CCCCC2)c2ccncc2)cc1F (configuration not stated)	0	-1	0	-3	-6.4	3	2
